PRMT1 FP inh: inhibitors of human PRMT1; Q99873; recombinant PRMT1, activity-based probe fluorescence polarization; inhibition, % at 2.79 µM; actives 1.3% (n = 370,000); AID 652257;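 active = inhibition above about 21% made by adding two undisclosed values, limit read from the data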
rCAG RNA binder: r(CAG) repeat RNA binding; TO-PRO-1 dye displacement fluorescence; inhibition, % at 3 µM; actives 1.3% (n = 370,000); AID 651821;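 active = inhibition above the plate cutoff, the mean of all test compounds on that plate plus 3 SD, cut at about 35% in these data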;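 note: 0% = DMSO alone and 100% = 100 µM mitoxantrone as full dye displacement; higher means more dye released from RNA so lower well fluorescence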
SIAE inh: inhibitors of human sialic acid acetylesterase SIAE; Q9HAT2; SIAE FP-Rh probe binding, fluorescence polarization; inhibition, % at 9.66 µM; actives 0.69% (n = 370,000); AID 1053197;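 active = inhibition above a cutoff: mean of compounds within the control limits plus 3 SD of those, cut at about 17% in these data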;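 note: 0% = plate median of compound wells and 100% = probe without SIAE protein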
UHRF1 MBD2 ctr: blocks human UHRF1 binding to methylated DNA. Q96T88. UHRF1 binding to methylated oligo, TR-FRET. inhibition, % at 4.4 µM. actives 0.75% (n = 370,000). AID 687016; in the data active = inhibition above about 21%;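 note: UHRF1 SRA domain binding a hemimethylated CpG hairpin DNA probe; 0% = median of test compound wells and 100% = reference inhibitor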
ABHD4 inh: ABHD4 (mouse) inhibition, primary FP screen | purified mABHD4, FP-Rh probe fluorescence polarization | inhibition, % at 8.92 µM | actives 0.54% (n = 370,000);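 active = inhibition exceeding the mean over every tested compound plus 3 SD, cut at about 30% in these data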;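 note: 0% = plate median of compound wells and 100% = S159A mutant with DMSO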
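Assay system: mouse ABHD4 enzyme, wild type / Also added: fluorescent activity-based probe FP-Rh / Doses: single nominal dose of 8.92 µM, 0.89% DMSO final / Timing: 45 min compound pre-incubation plus 60 min probe step, 25 °C / Signal: FP readout, ex 525 nm / em 598 nm / Control set: S159A mutant/DMSO as 100%, compound-well median as 0%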
GC-B act: GC-B (human) receptor activation | P20594 | HEK293-GC-B cells, CNP EC30, cGMP TR-FRET; 0% at EC30 CNP, 100% saturating CNP | activation, % at 10 µM | actives 0.11% (n = 370,000);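 active = activation at 10 µM reaching about 35% in either raw or pattern-adjusted values, limit read from the data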
TCR-CD3 inh: inhibitors of human TCR-CD3 interaction. inhibition, % at 9.4 µM. TAMRA-labeled TCR probe fluorescence, biochemical. actives 0.37% (n = 360,000). AID 651800; in the data active = inhibition above about 19%;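 note: recombinant mutant TCR 2C K166C tagged with TAMRA read by polarization; 0% = receptor in buffer alone and 100% = receptor with positive control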
HTRA1 inh: blocks human HTRA1 serine peptidase; Q92743; recombinant HTRA1, FP-rhodamine activity-based probe, fluorescence polarization; inhibition, % at 5.96 µM; actives 0.5% (n = 340,000); AID 504803; in the data active = inhibition above about 36%;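 note: 0% = enzyme with DMSO and 100% = wells lacking enzyme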
NPR1 activator: GC-A (human) enzyme activation; activation, % at 10 µM; actives 0.14% (n = 370,000); AID 1671463; HEK293 GC-A cells, cGMP TR-FRET, EC30 ANP; 0% at EC30 ANP, 100% saturating ANP; P16066; in the data active = activation above about 40%
Target sequence (P16066 whole entry, looked up): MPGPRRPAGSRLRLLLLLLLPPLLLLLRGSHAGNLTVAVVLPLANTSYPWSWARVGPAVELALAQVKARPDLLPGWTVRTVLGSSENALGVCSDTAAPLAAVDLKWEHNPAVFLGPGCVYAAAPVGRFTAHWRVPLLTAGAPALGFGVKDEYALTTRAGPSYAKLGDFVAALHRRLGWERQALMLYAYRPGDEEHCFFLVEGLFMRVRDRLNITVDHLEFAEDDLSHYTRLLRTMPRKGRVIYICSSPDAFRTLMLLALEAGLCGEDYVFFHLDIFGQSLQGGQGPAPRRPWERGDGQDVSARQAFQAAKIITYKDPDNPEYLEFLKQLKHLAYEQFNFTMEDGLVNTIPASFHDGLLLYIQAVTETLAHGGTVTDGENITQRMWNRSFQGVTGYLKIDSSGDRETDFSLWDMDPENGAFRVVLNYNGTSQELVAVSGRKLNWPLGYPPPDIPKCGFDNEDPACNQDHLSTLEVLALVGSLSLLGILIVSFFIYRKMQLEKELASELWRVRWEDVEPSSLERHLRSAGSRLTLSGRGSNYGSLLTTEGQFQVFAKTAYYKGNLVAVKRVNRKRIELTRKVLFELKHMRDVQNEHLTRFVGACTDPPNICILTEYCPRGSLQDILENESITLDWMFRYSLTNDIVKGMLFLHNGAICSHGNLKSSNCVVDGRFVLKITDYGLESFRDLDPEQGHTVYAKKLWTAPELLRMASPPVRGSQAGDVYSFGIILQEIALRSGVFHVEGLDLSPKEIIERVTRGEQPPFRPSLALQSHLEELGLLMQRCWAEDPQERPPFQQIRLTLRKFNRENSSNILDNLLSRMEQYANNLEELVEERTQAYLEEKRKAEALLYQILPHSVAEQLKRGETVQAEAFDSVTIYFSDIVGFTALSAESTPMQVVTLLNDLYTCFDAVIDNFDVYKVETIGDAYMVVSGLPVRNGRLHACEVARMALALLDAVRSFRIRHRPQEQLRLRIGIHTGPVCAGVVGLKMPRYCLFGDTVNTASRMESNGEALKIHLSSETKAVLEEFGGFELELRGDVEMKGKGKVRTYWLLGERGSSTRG
MBD2 DNA inh: blocks human MBD2 binding to methylated DNA. TR-FRET, MBD2 binding to methylated oligonucleotide. inhibition, % at 4.4 µM. actives 0.31% (n = 370,000). AID 686964; in the data active = inhibition above about 13%
Starred values were filed as active, the others as inactive; x = not tested or not shown. These rows are one share of the data; count on the stated rates, not on these rows.

item	SMILES	PRMT1 FP inh	rCAG RNA binder	SIAE inh	UHRF1 MBD2 ctr	ABHD4 inh	GC-B act	TCR-CD3 inh	HTRA1 inh	NPR1 activator	MBD2 DNA inh
1	COc1ccc(-c2coc3c(CN4CCOCC4)c(O)ccc3c2=O)cc1	-2	-1	-7	1	0	-1	7	-1	-2	-1
2	CCOC(=O)N1CCN(C(=O)C[C@H]2C[C@@]3(C(=O)OC)C(=C[C@H](C(C)C)O[C@@H]3C3CC3)N(Cc3ccco3)C2=O)CC1	2	1	-1	-3	2	6	x	x	2	-10
3	CS(=O)(=O)N1N=C(c2ccccc2)CC1c1ccc2nccnc2c1 (stereo unspecified)	-2	0	-4	0	-1	1	1	2	3	-6
4	Cn1cccc1C(=O)NC(=O)CSc1cccc[n+]1[O-]	4	8	2	0	8	8	3	6	-1	0
5	Cc1ccc(NC(=O)Cc2ccccc2F)cc1S(=O)(=O)N1CCCCCC1	-4	-1	-12	0	-28	2	4	-27	2	-3
6	COc1ccc(C(=O)NCc2csc(-c3cccs3)n2)cc1	6	-3	-3	3	11	-3	-7	6	4	-4
7	CCC(CC)C(C(=O)NCc1ccccc1)N(C)Cc1ccc(Cl)c(Cl)c1 (stereo unspecified)	-3	4	-9	1	-5	-11	-2	x	-8	-3
8	COc1ccc(/C=N/Nc2nc(NCc3ccco3)nc(Nc3ccc(OC)cc3)n2)cc1	-1	10	1	-3	19	1	1	-4	4	5
9	CCOC(=O)C1=C(C)N=c2sc(=Cc3ccc(OCC(=O)O)cc3)c(=O)n2C1c1ccc(SC)cc1 (stereo unspecified)	30*	82*	-54	13	-55	-7	6	x	-13	-2
10	C=CCN(Cc1ccc2c(c1)OCO2)C(C#CC1CC1)C(C)(C)C (stereo unspecified)	2	x	4	1	7	-15	x	x	-10	3
11	CC(=O)Nc1cccc(C(=O)OCC(=O)NNC(=O)c2cccs2)c1	-1	3	-4	-2	1	4	6	-3	1	-3
12	CCOc1ccc(NC(=O)C(C)C(Cc2ccc(C)cc2)C(=O)O)cc1 (stereo unspecified)	-2	2	-1	-3	7	1	7	5	3	1
13	c1coc(-c2nc3ccccc3s2)c1	21	8	1	-6	-4	1	2	1	4	-6
14	O=C(COC(=O)c1ccncc1)Nc1cccc2ccccc12	-2	7	-8	-1	-3	2	3	-10	1	-3
15	COc1cc(F)ccc1-c1cc(C(=O)Nc2cc(OC)c(OC)c(OC)c2)[nH]n1	0	3	-5	2	2	4	1	x	2	-1
16	COc1cccc(CN2CCC(CO)(CC3CCCCO3)CC2)c1 (stereo unspecified)	2	-3	-7	7	-10	-1	-2	-2	0	6
17	NS(=O)(=O)c1cccc(C(=O)NC2CCSc3ccccc32)c1 (stereo unspecified)	0	4	3	0	-4	6	1	-7	0	-2
18	O=C(Nc1ccccc1)N(CCCN1CCOCC1)Cc1ccccc1F	0	-1	4	4	-8	2	-5	2	0	2
19	CC(Nc1ccc2c(c1)OCCO2)C(=O)N1CCc2ccccc21 (stereo unspecified)	0	-4	6	0	-4	3	1	2	-2	1
20	O=C(Nc1ccc(F)c(F)c1)c1cccnc1	2	1	-7	1	-2	0	8	2	3	1
21	NS(=O)(=O)c1ccc(CCNC(=O)CSc2ccc(Cl)cc2Cl)cc1	-3	8	4	1	-3	-7	4	-2	-2	1
22	CCOC(=O)C(=O)Nc1sc(C(=O)N2CCOCC2)c(C)c1C#N	0	6	-9	2	-11	3	-7	-4	0	-3
23	CCC(=O)NC(=S)Nc1ccc(NC(=O)CC)cc1	1	-3	2	3	-2	-1	-2	-5	-2	-1
24	COC(=O)c1nc(NC(=O)c2ccc(C(C)(C)C)cc2)n[nH]1	-2	-3	0	88*	-3	2	11	-11	8	2
25	O=C(COc1ccccc1)NCC1(N2CCCCC2)CCCCC1	-3	-3	4	-4	0	2	9	3	-3	-4
26	Cc1ccc(NC2CCCN(C(=O)c3ccoc3)C2)cc1C (stereo unspecified)	3	-5	4	0	7	1	-5	-5	-7	3
27	COc1ccc(C(=O)COC(=O)CCn2nnc(-c3cccs3)n2)cc1	-3	-6	-2	0	0	-11	12	0	3	0
28	CC(=O)NC(C(=O)N1CCC(c2nc3ccccc3s2)CC1)C(C)C (stereo unspecified)	6	-6	7	0	1	-1	2	3	2	1
29	C/C=C(/C)C(=O)O[C@@H]1Cc2c(ccc3ccc(=O)oc23)OC1(C)C	0	-3	-8	1	-1	7	0	-4	-1	5
30	CN(Cc1cn(C)nc1-c1cccc(Cl)c1)CC1CCCCO1 (stereo unspecified)	1	-4	1	-1	3	-2	-2	7	-4	-5
31	COC(=O)[C@H](CO)NS(=O)(=O)c1ccc(C)cc1	-6	1	-4	1	-14	3	-7	11	7	0
32	COc1ccc2c(-c3ccccc3)cc(SCC(=O)N(C)C)nc2c1	1	-4	-10	1	-17	-5	-1	-34	-11	1
33	O=C(NCCCN1CCOCC1)c1cc(-c2cccs2)on1	-1	0	21*	0	-1	0	2	1	3	-4
34	Cc1ccc(-n2ncc(C(=O)N3CCN(C(=O)c4ccco4)CC3)c2C2CCN(C(=O)OC(C)(C)C)CC2)cc1C	2	-1	0	8	8	0	-2	-1	0	5
35	Cc1ccccc1-n1ncc2c1CC(C)(C)CC2NC(=O)CCC(F)(F)F (stereo unspecified)	-1	-8	7	2	-4	-1	-4	-4	-5	-3
36	O=C(NCCc1ccco1)C(=O)NCC1OCCCN1S(=O)(=O)c1ccc(F)cc1 (stereo unspecified)	14	3	5	6	4	3	-4	-7	-1	1
37	CCCCCSc1nc2c(cnn2-c2ccccc2)c(=O)[nH]1	-2	-1	-7	-1	-2	3	2	-11	8	-4
38	CNC(=O)c1cc2cc(OC)ccc2n1CCN(Cc1ccccc1)Cc1ccccc1	-3	1	7	2	-7	-8	4	-8	-12	-2
39	Cc1ccc2c(c1)C1(OCCCO1)C(=O)N2	0	-4	-3	0	1	3	4	-10	1	4
40	CC1CCC2(CC1)NC(=O)N(NC(=O)CSc1nnc(NC3CC3)s1)C2=O (stereo unspecified)	6	1	6	10	1	4	-5	0	2	1
41	COc1ccc([C@H]2N[C@]3(CCCN(Cc4ccc(Br)cc4)C3=O)[C@H]3C(=O)N(Cc4ccccc4)C(=O)[C@@H]23)cc1	8	9	-5	6	-18	-6	-6	-59	-4	5
42	O=C(/C=C/c1ccco1)c1cccnc1	47*	36*	15	84*	36*	-3	18	3	0	31*
43	CCN(CC)C(=O)c1cccc(-c2csc(C(NC(C)=O)c3cccc(OC)c3)n2)c1 (stereo unspecified)	-1	1	0	0	3	3	8	x	0	3
44	COc1ccc(CN(CCC#N)CCC2(c3ccccc3)CC(C)N(C)CC2C)cc1OC (stereo unspecified)	-4	-5	7	3	4	-11	-2	-3	-12	2
45	COCCn1cnnc1SCC(=O)Nc1cccc(S(=O)(=O)N2CCCCCC2)c1	-3	-6	6	-4	-4	4	-2	0	0	3
46	NC(c1csc(NC(=O)c2cccc(OC(F)(F)F)c2)n1)c1ccccc1Cl (stereo unspecified)	1	9	-13	1	-14	0	-3	x	-5	7
47	S=C1SCN(Cc2ccccc2)CN1Cc1ccccc1	4	-1	-2	4	-3	0	3	0	-2	0
48	Cc1ccsc1/C=N/NC(=O)c1nnn(-c2nonc2N)c1CN(C)c1ccccc1	0	10	-4	-2	-10	-1	5	15	-2	-2
49	CCCNC(=O)C1(C)CCN1C(=O)C/C=C/c1ccccc1 (stereo unspecified)	-2	1	1	-1	2	2	-1	x	4	-6
50	N#CC1(NC(=O)CSc2nnc(Cc3ccccc3)o2)CCCCC1	1	3	3	-2	3	1	3	0	2	5
51	CN1CCN(S(=O)(=O)c2ccc(NC(=S)NC(=O)c3ccc(Cl)cc3)cc2)CC1	0	12	-15	-3	-1	-3	3	-17	-1	-2
52	Cc1ccc(N=C2C(=S)N(c3ccc(C)cc3)C(=N)N2/N=C/c2ccc(Cl)cc2)cc1	3	7	-4	-6	13	1	10	12	1	2
53	COC(=O)Cc1ccc(NC(=S)NCC(C)C)cc1	-1	1	16	-2	-3	10	-9	5	4	6
54	COc1cccc(C2C([N+](=O)[O-])=C(N)Oc3cc(C)oc(=O)c32)c1 (stereo unspecified)	0	3	12	0	1	1	4	-2	-4	-3
55	Nc1nc(Cl)nc2c1ncn2C1CCC(CO)O1 (stereo unspecified)	-3	1	3	0	5	7	0	x	4	-4
56	Cc1cn([C@H]2C[C@H](O)[C@@H](CNC(=O)[C@@H]3CCCN3Cc3ccccc3)O2)c(=O)[nH]c1=O	4	0	-5	0	3	0	5	7	6	4
57	N=C(N)c1ccc(N=Nc2c(O)ccc3c2[nH]c2ccccc23)cc1	4	26	9	16	47*	-12	-2	85*	-13	11
58	CC(C)COC(=O)N1CCCCC1c1cc(C(=O)NCc2ccccc2)no1 (stereo unspecified)	-2	0	-3	0	-3	6	2	x	-1	0
59	CC1CCCCN1S(=O)(=O)c1ccc(S(=O)(=O)N(Cc2ccccc2)Cc2ccco2)cc1 (stereo unspecified)	3	9	-6	3	-10	7	2	-12	1	-2
60	CCC(Cc1ccccc1)NC(=O)C1CC1 (stereo unspecified)	0	3	-3	-3	-1	3	0	2	-2	2

Other results follow.
item	SMILES	PRMT1 FP inh	rCAG RNA binder	SIAE inh	UHRF1 MBD2 ctr	ABHD4 inh	GC-B act	TCR-CD3 inh	HTRA1 inh	NPR1 activator	MBD2 DNA inh
61	COc1ccc(C(=O)NCCC(=O)N2CCC3(CC2)NCCc2[nH]cnc23)cc1	-1	3	5	1	4	7	2	-6	2	2
62	CCOC(=O)C1=C(C)N(C)C(=O)NC1c1cccc2ccccc12 (stereo unspecified)	0	2	2	-1	1	-2	7	-3	-8	-1
63	CSc1nnnn1-c1cccc(O)c1	2	4	1	0	-6	4	3	-7	-1	1
64	CCOC(=O)C1CCN(C(=O)c2ccc(N(C)S(C)(=O)=O)cc2)CC1	-2	-5	5	1	1	-1	3	6	-2	-3
65	Cc1ccc(S(=O)(=O)NC(C)C(=O)NC(C)c2cccs2)cc1 (stereo unspecified)	1	13	1	-3	2	0	-2	4	2	1
66	COc1cc(C)c(CNC2CCCCC2)cc1C	-1	5	-2	-2	10	-3	11	11	-6	3
67	Cc1ccc(C)c(OCCC(=O)OCC(=O)c2c(N)n(C)c(=O)n(C)c2=O)c1	2	-3	3	2	4	0	-3	-6	1	-1
68	CC(=O)N1CCN(C(=O)Cn2c(=O)oc3ccccc32)CC1	-3	1	-3	-2	1	5	0	3	-2	2
69	C=C1C(=O)OC2C=C(CO)CCC=C(CO)CC(OC(=O)C(C)C)C12 (stereo unspecified)	7	10	0	3	-8	0	0	4	-9	-3
70	Cc1cc(-c2ccc(N3CCOCC3)cc2)nc2ccccc12	4	-9	-1	-3	1	-4	4	2	12	1
71	CC(=O)Nc1ccc(S(=O)(=O)CCC#N)cc1	0	0	6	-1	6	4	6	0	-1	2
72	CCCCOc1ccc(Cc2c(COCC)[nH]c(=S)[nH]c2=O)cc1	2	1	4	-2	-3	-6	5	-6	-10	0

Entries listed above marked active in HTRA1 inh:
no. | Structure | PRMT1 FP inh | SIAE inh | UHRF1 MBD2 ctr | ABHD4 inh | GC-B act | TCR-CD3 inh | HTRA1 inh | NPR1 activator | MBD2 DNA inh
57 | N=C(N)c1ccc(N=Nc2c(O)ccc3c2[nH]c2ccccc23)cc1 | 4 | 9 | 16 | 47* | -12 | -2 | 85* | -13 | 11

Screening results from PubChem.
